Screens from PubChem BioAssay.
TcdB GH inh: TcdB glycohydrolase inhibitors, primary screen, biochemical, single point, plate reader; actives 0.24% (n = 350,000); TcdB glycohydrolase enzymatic assay; Toxin B (Clostridioides difficile), P18177; inhibition, % at 9.99 µM; in the data active = inhibition above about 10%
Anthrax LF inh2: Bacillus anthracis LF protease inhibitors, primary screen, biochemical, multiplex microsphere, MLPCN library | multiplex microsphere protease cleavage assay | inhibition, % at 10 µM | actives 0.12% (n = 360,000); note: plate controls were buffer without enzyme for full effect and enzyme alone for no effect
Target sequence (P15917 whole entry, looked up): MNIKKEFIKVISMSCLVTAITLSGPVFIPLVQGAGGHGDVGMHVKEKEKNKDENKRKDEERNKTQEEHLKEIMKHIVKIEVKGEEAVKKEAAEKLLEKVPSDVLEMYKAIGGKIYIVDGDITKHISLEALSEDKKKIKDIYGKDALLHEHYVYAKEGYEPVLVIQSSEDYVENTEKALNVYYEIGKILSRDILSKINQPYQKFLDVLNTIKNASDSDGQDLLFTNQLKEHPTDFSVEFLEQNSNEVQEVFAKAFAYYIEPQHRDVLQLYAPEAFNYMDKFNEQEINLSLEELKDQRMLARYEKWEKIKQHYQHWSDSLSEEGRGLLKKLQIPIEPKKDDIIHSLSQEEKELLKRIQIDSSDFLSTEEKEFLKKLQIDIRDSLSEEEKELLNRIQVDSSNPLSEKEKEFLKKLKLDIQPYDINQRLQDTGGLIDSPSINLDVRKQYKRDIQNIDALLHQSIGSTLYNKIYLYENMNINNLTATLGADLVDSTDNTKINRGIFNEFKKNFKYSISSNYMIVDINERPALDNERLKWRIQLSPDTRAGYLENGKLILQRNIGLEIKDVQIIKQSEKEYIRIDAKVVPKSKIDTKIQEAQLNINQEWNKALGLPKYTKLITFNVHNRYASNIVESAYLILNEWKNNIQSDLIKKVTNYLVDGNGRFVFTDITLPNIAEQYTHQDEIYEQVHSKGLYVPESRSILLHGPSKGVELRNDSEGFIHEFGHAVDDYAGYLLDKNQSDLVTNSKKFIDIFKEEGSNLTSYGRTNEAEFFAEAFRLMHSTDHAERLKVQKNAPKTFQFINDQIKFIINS
3CLpro inhibitor: SARS-CoV 3CLpro protease inhibitors, primary screen, biochemical, quenched FRET; recombinant SARS-CoV 3CLpro, quenched FRET peptide cleavage; actives 0.14% (n = 290,000); inhibition, % at 6 µM; in the data active = inhibition above about 12%
BoNT-A LC inh2: BoNT/A light chain protease inhibitors, primary screen, biochemical, flow cytometry, MLPCN library; AID 588499, 2011; multiplex microsphere protease substrate cleavage; actives 0.17% (n = 360,000); inhibition, % at 10 µM; Botulinum neurotoxin type A light chain protease (Clostridium botulinum A str. ATCC 3502); note: plate controls were buffer without enzyme for full effect and enzyme alone for no effect
SSB-PriA inh: inhibitors of Klebsiella pneumoniae PriA binding to SSB C-terminal tail, primary screen, biochemical, AlphaScreen; PriA–SSB C-terminal tail interaction (Klebsiella pneumoniae); actives 0.6% (n = 430,000); AlphaScreen SSBct-PriA binding, biotinylated peptide; AID 1272365, 2023; inhibition, % at 33 µM; in the data active = inhibition mostly above about 37%, no sharp cut-off; inactive = mostly below about 20%;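 note: plate controls were negative control peptide for no effect and reference peptide for full effect; strong numbers were not always called active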
PfHsp40 rescue: rescue of yeast from PfHsp40 toxicity, primary screen, S. cerevisiae, ATP luminescence | S. cerevisiae expressing PfHsp40, growth rescue | growth rescue, % at 12.5 µM | actives 0.68% (n = 340,000) | AID 504582, 2011; in the data active = growth rescue above about 28%, passing the limit was not always enough; inconclusive = no clear call, values can overlap the other calls;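 note: yeast W303a lacking pdr1 and pdr3 grown in galactose medium; growth measured after three days at 30 °C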
BH1578 lux ind: inducers of Vibrio cholerae quorum light production without autoinducers, primary screen, BH1578 luxS cqsA deficient, single point. V. cholerae BH1578 lux reporter, luminescence, 6 h. activation, % at 18.7 µM. actives 0.16% (n = 350,000); in the data active = activation mostly above about 9.7%, no sharp cut-off; inconclusive = no clear call, values can overlap the other calls; inactive = mostly below about 3.7%; note: not every result past the cut was called active; inactives centre near 0; reference of the scale not given here
Y pestis TopoI: Yersinia pestis topoisomerase I inhibitors, primary screen, biochemical, cleavage product accumulation, plate reader, single point | actives 0.064% (n = 360,000) | Y. pestis Topo-I cleavage product accumulation | activity, % at 10 µM | AID 504884, 2011; in the data active = activity above about 50%, passing the limit was not always enough; inconclusive = no clear call, values can overlap the other calls; note: inactives centre near 2
PrPC surface inh: inhibitors of human cell surface prion protein PrPC, primary screen, cell-based, TR-FRET | TR-FRET read-out | inhibition, % at 13.8 µM | actives 0.43% (n = 370,000); in the data active = inhibition above about 24%; note: 0% = median of the test wells and 100% = reference compound wells
Starred values were filed as active, the others as inactive; i = inactive; ? = inconclusive; · = no result given; & = joins results of further samples. Cut-off read from the data, not from the text of the source, unless noted: active = inhibition above about 30%; inconclusive = no clear call, values can overlap the other calls; inactive = below that. Some of the compounds tested; the hit share may differ from the screen's.

SMILES	TcdB GH inh	Anthrax LF inh2	3CLpro inhibitor	BoNT-A LC inh2	SSB-PriA inh	PfHsp40 rescue	BH1578 lux ind	Y pestis TopoI	PrPC surface inh
O=C(NCC1CCCCC1)c1cccc(-c2ccc(O)cc2)c1	0.5	0	1	-2.1	9	0.6	-0.2	-7	18
Cc1ccccc1S(=O)(=O)N1[C@@H](c2ccccc2)C(C(=O)O)=CC[C@H]1c1ccc(Cl)cc1	-1.8	-3	·	-0.5	5	4.0	-0.4	0	-1
CCOC(=O)Cc1csc(NC(=O)c2ccc([N+](=O)[O-])cc2[N+](=O)[O-])n1	-1.2	-2	0	-1.3	0	-0.5	-0.9	-6	-20
O=C(C1CCN(S(=O)(=O)N2CCOCC2)CC1)N1CCC2(CC1)OCCO2	·	-2	0	2.1	0	0.4	-0.2	-1	0
Cc1cc(C)n(CCCNC(=O)C2CCC(=O)N(CCc3ccc(Cl)cc3)C2)n1 (stereo not drawn)	1.3	-1	7	-2.4	-1	-0.4	-2.2	17	-1
COc1cc(C=O)ccc1Oc1ccc(S(=O)(=O)N2CCOCC2)cc1[N+](=O)[O-]	0.5	-6	·	-0.1	-1	-0.2	3.3	7	-18
COC(=O)Cc1ccc(NC(=S)N2CCN(c3cccc(O)c3)CC2)cc1	·	-2	6	-0.2	-3	-1.5	-0.3	-3	7
Cc1ccccc1CSCC(=O)N1CCN(c2ccccc2)CC1	1.2	-3	10	-0.6	5	0.3	-0.1	38	5
CCc1ccccc1NC(=O)[C@@H]1CCC(=O)N1C1OC(=O)c2c1ccc(OC)c2OC (stereo partly drawn)	0.4	-1	0	-0.5	-9	1.7	-0.3	0	2
Cc1ccc(SCCSc2ncccn2)cc1	0.1	2	-1	?	-29	-0.8	-0.6	-4	3
CC(C)c1ccc(CNc2nnnn2C)cc1	0.2	2	-1	-4.6	-12	0.1	·	-2	-12
Cc1cccc(NC(=O)NC(=O)c2ccccc2)n1	3.8	-3	2	-0.6	-16	0.6	i	4	-6
O=C(Cc1ccc(-c2ccccc2)cc1)NNC(=S)NCc1ccco1	0.2	-1	-2	-0.1	2	0.2	-0.2	13	6
Cc1cccc(NC(=O)/C(C#N)=C/c2cn(CC(=O)NCc3ccco3)c3ccccc23)c1	·	-3	4	0.8	11	-1.9	-0.2	-5	5
Cc1cc(=O)oc2c(C)c(OCC(=O)N3CCN(c4cccc(Cl)c4)CC3)ccc12	0.9	0	4	1.4	-1	-0.6	-2.6	28	3
Cc1csc(NC(=O)Cc2coc3cc(C)c(C(C)C)cc23)n1	·	-6	10	0.4	21	0.3	i	-6	22
O=C(CSc1nc(C(F)(F)F)cc(=O)[nH]1)N1CCC(Cc2ccccc2)CC1	-1.6	-1	·	-2.1	20	-0.5	-1.7	13	-7
Cc1noc(C)c1S(=O)(=O)N(C)C[C@H]1Oc2c(NS(=O)(=O)c3cn(C)cn3)cccc2C(=O)N([C@H](C)CO)C[C@@H]1C	0.3&0.9	-10	·	-0.1	-3	0.6	-0.9	-7	1
CCCCn1c(N)c(N(CCOC)C(=O)C(C)Oc2ccc(Cl)cc2)c(=O)[nH]c1=O (stereo not drawn)	1.2	4	·	0.8	-14	2.1	-0.1	-12	-4
COc1ccc(S(=O)(=O)N2CCN(c3cccc(C)c3C)CC2)cc1	1.1	-4	2	-0.7	-12	-0.1	-0.3	33	5

As entered above.
PfHsp40 rescue result of `Cc1ccccc1CSCC(=O)N1CCN(c2ccccc2)CC1` = 0.3
3CLpro inhibitor result of `Cc1cccc(NC(=O)NC(=O)c2ccccc2)n1` = 2

Reprinted at random: three entries already listed.
SMILES	TcdB GH inh	Anthrax LF inh2	3CLpro inhibitor	BoNT-A LC inh2	SSB-PriA inh	PfHsp40 rescue	BH1578 lux ind	Y pestis TopoI	PrPC surface inh
Cc1cccc(NC(=O)/C(C#N)=C/c2cn(CC(=O)NCc3ccco3)c3ccccc23)c1	·	-3	4	0.8	11	-1.9	-0.2	-5	5
Cc1cc(C)n(CCCNC(=O)C2CCC(=O)N(CCc3ccc(Cl)cc3)C2)n1 (stereo not drawn)	1.3	-1	7	-2.4	-1	-0.4	-2.2	17	-1
COc1cc(C=O)ccc1Oc1ccc(S(=O)(=O)N2CCOCC2)cc1[N+](=O)[O-]	0.5	-6	·	-0.1	-1	-0.2	3.3	7	-18

Going on with the list:
SMILES	TcdB GH inh	Anthrax LF inh2	3CLpro inhibitor	BoNT-A LC inh2	SSB-PriA inh	PfHsp40 rescue	BH1578 lux ind	Y pestis TopoI	PrPC surface inh
O=C(O)CC(C(=O)Nc1cccc(C(F)(F)F)c1)C1CCCO1 (stereo not drawn)	·	-2	-2	-0.7	-18	1.2	-0.3	2	-8
O=C(NCc1ccco1)c1ccc2c(c1)S(=O)(=O)c1ccccc1C2=O	0.6	4	·	0.4	7	1.7	-3.4	-1	-45
O=C1C[C@H](NC(=O)OCc2ccccc2)CO1	0.5	-2	·	3.0	3	1.1	2.3	-3	-4
O=C(Nc1sc2c(c1C(=O)O)CCC2)c1ccccc1Cl	-0.5	9	6	-3.7	-10	-1.9	2.0	-14	-6
Cc1cc(=O)[nH]c(SCC(=O)Nc2cccc(C(F)(F)F)c2)n1	·	-4	0	-0.5	-21	-0.7	-0.6	-1	4
Cc1cc(Cl)ccc1NC(=S)NCCN1CCOCC1	·	0	-3	0.1	-5	0.1	-0.3	1	-4
COc1ccc(CN2CCc3c([nH]c4ccccc34)C2)cc1Br	-0.1	-17	4	5.2	20	0.9	-0.4	-5	-4
CCNC(=S)NNc1nnc(-c2ccccc2)c(-c2ccccc2)n1	-1.8	-14	-2	-2.3	-1	3.9	0.5	0	-5
CC(C)(Cc1nc2ccccc2[nH]1)C(=O)O	·	1	-3	-0.4	-9	-1.5	i	8	-5
O=C(Cn1cnc([N+](=O)[O-])n1)NC1CC1	0.5	-7	0	-0.6	3	2.2	0.2	0	-4
CCNC(=O)COC(=O)c1cc(-c2ccco2)nc2ccccc12	1.2	-3	4	-0.1	-11	-0.2	-0.6	-16	2
O=C(NCc1ccc(Cl)cc1)c1ccc2c(=O)n(CC3CCCO3)c(=S)[nH]c2c1 (stereo not drawn)	-3.5	-1	0	3.3	-11	0.0	-0.2	-9	5
CCOC(=O)c1sc(=S)n(-c2ccccc2)c1N	·	0	4	0.3	-10	-0.7	0.1	-4	-18
CC1=NN(c2ccccc2)C(=O)C1/C=C1\NC(=S)NC1=O (stereo not drawn)	-7.5	-4	0	-0.6	-2	0.6	i	-13	-9
Cc1cc(C)c(NC(=O)C(C)(C)C)c(Cl)c1	·	·	-2	·	-7	1.1	i	-2	-2
COc1ccc(NC(=O)Nc2ccc(C)cc2OC(F)F)cc1OC	·	-6	-3	-1.0	4	-0.9	i	-11	8
C=C1CCC[C@]2(C)C[C@H]3OC(=O)C(CNCCN(C)C)[C@H]3CC12 (stereo partly drawn)	2.4	11	-1	-0.4	0	-0.2	-1.9	-3	7
Cn1c2c(c(=O)n(C)c1=O)C(CC(=O)Nc1ccccc1)C(=O)N2 (stereo not drawn)	·	-12	4	-2.2	-10	-0.7	i	-5	0
CC(C)C1=CC(=NS(=O)(=O)c2cccc([N+](=O)[O-])c2)C=C(C(C)C)C1=O	·	-2	3	-1.2	15	-0.8	-0.5	-7	1
COc1ccc(NC(=O)c2cc(-c3cc(C)cc(C)c3O)n[nH]2)cc1Cl	·	-1	0	0.3	-1	0.7	-0.7	-2	-1
Cc1ccc(C(CCN)c2ccco2)cc1 (stereo not drawn)	·	0	1	0.7	-4	-1.6	i	-5	-10
Cc1ccccc1N(CC(=O)NCc1ccncc1)S(C)(=O)=O	0.1	1	-2	0.0	-10	-0.1	i	2	-4
Cc1c(CCCl)c(Cl)n2c(nc3ccccc32)c1C#N	1.0	0	·	-0.6	-5	-0.2	-0.8	-6	2
CC(C)(C)NC(=O)C(c1ccncc1)N(C(=O)C1CSC(=O)C1)c1ccccc1 (stereo not drawn)	-0.1	-4	3	-0.9	-12	-1.0	-0.6	6	1
O=c1/c(=C/c2ccccn2)sc2nc3ccccc3n12	·	3	4	0.9	·	0.0	i	-7	-1
CCCCNC1(C#N)CCN(Cc2ccccc2)CC1	-0.5	-5	·	-0.1	-5	0.4	-0.8	-7	-5
CS(=O)(=O)N(CC(=O)Nc1ccccc1C(=O)NCCc1ccccc1)c1ccc2c(c1)OCCO2	·	-2	-4	0.0	-13	0.1	-0.4	14	1
CCc1nnc(NC(=O)CCC(=O)NC2CCCCCCC2)s1	-3.4	4	3	-2.5	-13	-2.2	i	6	-6
COc1ccc(C(=O)COC(=O)C2CCN(S(=O)(=O)c3cccc4cccnc34)CC2)cc1	·	0	-2	-0.4	-12&-5	0.5	-1.0	-7	6
Cc1cc(Br)cc(Cl)c1OCC(=O)NC(=O)NCc1ccccc1	0.4	-1	-1	0.5	-8	0.6	-2.9	23	-1
COc1ccc(OC)c(/C=C/C(=O)c2ccc3c(c2)OCO3)c1	-0.5	-2	·	-1.3	24	-0.4	-0.2	8	-3
NC(=O)C1CCN(c2oc(-c3cccs3)nc2S(=O)(=O)c2ccc(Br)cc2)CC1	-0.2	-13	·	-0.3	-9	-0.6	i	39	1
CN(C(=O)CCl)C1CCCc2ccccc21 (stereo not drawn)	1.1	-6	6	0.9	-4	1.9	i	-5	-3
CCOC(=O)N1CCN(S(=O)(=O)c2cccc3cccnc23)CC1	·	-3	-1	-0.1	-1&-11	-0.9	i	-5	1
CCC(c1nnnn1CC1CCCO1)N(CCCO)Cc1cc2cccc(C)c2[nH]c1=O (stereo not drawn)	1.2	-13	-4	-1.4	-14	-1.5	-0.8	-4	-2
Cc1ccsc1C(=O)OCC(=O)Nc1cccc(S(=O)(=O)N2CCCCC2)c1	-0.6	-1	·	-0.7	·	·	-0.4	1	12
CCN(C(=O)c1ccco1)c1nnc(-c2ccc(OC)cc2)s1	·	-2	3	-0.9	-4	-0.3	-0.2	0	-8
COc1ccc(-c2[nH]c(-c3cc(OC)c4c(c3)OCO4)nc2-c2ccccc2)cc1	0.8	-1	3	-1.1	21	0.0	-0.1	-26	9
CCOC(=O)C(Cc1ccc(NC(=O)/C(=C/c2ccccc2)NC(=O)c2ccccc2)cc1)N1C(=O)c2ccccc2C1=O (stereo not drawn)	·	-4	1	1.0	-6	0.2	3.2	29	7
O=C(NC1CCCC1)C(c1ccccn1)N(Cc1ccccc1F)C(=O)c1csnn1 (stereo not drawn)	1.2	6	-2	-5.7	-13	11	-0.5	4	-4
CC1CCCN(C(=O)CCc2nnc(-c3ccc4c(c3)OCO4)o2)C1 (stereo not drawn)	-1.1	-2	3	-1.3	-5	-0.7	i	10	7
O=c1[nH]c(O)c(N=Nc2cc(C(F)(F)F)ccc2Cl)c(=O)[nH]1	0.6	-7	5	-0.1	-2	0.5	-0.5	0	-15
CC1CC(=O)NN1C(=O)c1ccccc1 (stereo not drawn)	1.0	-10	-2	?	-7	0.1	i	0	-5
C[C@@H]1CN([C@@H](C)CO)S(=O)(=O)c2ccc(Br)cc2O[C@@H]1CN(C)C(=O)c1ccc(F)cc1	0.8&1.1	4	·	0.5	·	·	-0.4	9	-1
CCCN(CCC)CCCNC(=S)Nc1ccc2nc3n(c(=O)c2c1)CCCCC3	·	-4	2	-0.4	-1	-0.3	i	0	-1
COc1cc(O)oc1C=Nc1ccc(C(F)(F)F)cc1	·	1	5	0.2	-11	0.3	-1.5	5	2
Cc1ccccc1CN1CCN(CC2CC2)CC1CCO (stereo not drawn)	0.4	·	4	·	10	0.3	2.4	7	-4
Cc1cc(S(=O)(=O)N2CCN=C2c2ccccc2)c(C)cc1Cl	1.6	2	0	0.3	-10	0.3	-0.3	3	-1
